hgDAF-12 ag: activates the H. glycines DAF-12 receptor ligand-binding domain; 370,000 compounds, 1.8% hits; HEK293 GAL4-hgDAF12 UAS-luciferase reporter, agonist luminescence; normalized to butyrate control; activation, % at 6.8 µM; AID 687014;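 active means activation above a cutoff set at the mean of all screened compounds plus 3 SD, cut at about 10% in these data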;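 further: 0% = DMSO wells and 100% = sodium butyrate wells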
PLCb3 inh: PLC-beta3 (human) inhibition, primary screen. Q01970. Purified PLC-beta3, fluorogenic substrate, fluorescence. inhibition, % at 12.2 µM. 370,000 compounds, 0.18% hits. AID 720704; in the data active means inhibition above about 11%;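 further: 0% = median of compound wells on plate and 100% = full blocker control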
ssDAF12 agonist: S. stercoralis DAF-12 activation, primary screen | 370,000 compounds, 1% hits | HEK293 ssDAF-12/GRIP1 lit1-tk-luc reporter, luminescence; % of 3 µM dafachronic acid response | AID 652126 | activation, % at 6.8 µM;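 active means activation above the mean over all tested compounds plus 3 SD, cut at about 0.9% in these data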;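 further: 0% = DMSO-only wells and 100% = 3 µM delta7-dafachronic acid wells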
SMARCA2 act: activators of SMARCA2 function; MG213 cells, MMTV-luciferase reporter, dexamethasone, overnight; activation, % at 9.1 µM; 370,000 compounds, 1% hits; in the data active means activation above about 7.8%;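 further: 0% = vehicle wells and 100% = reference activator wells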
GAA850 FXN act: activators of GAA850 frataxin (FXN) promoter. activation, % at 6 µM. HEK293 lucGAA850 FXN promoter luciferase reporter, 24 h; percent of 10 µM SAHA response. 360,000 compounds, 0.56% hits;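 active means activation above the average of all compounds screened plus 3 SD, cutoff fixed separately per campaign, cut at about 7.5% in these data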;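 further: 0% = DMSO wells and 100% = 10 µM SAHA wells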
sPLA2-III inh: Inhibits HGIII-sPLA2 liposome hydrolysis, primary screen | QFRET BODIPY PC-A2 liposome hydrolysis, fluorescence | AID 743126 | Q9NZ20 | 370,000 compounds, 0.56% hits | inhibition, % at 12.2 µM;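 active means inhibition above mean plus 3 SD of compounds lying within the high and low control bounds, cut at about 19% in these data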;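 further: 0% = median of test compound wells and 100% = no enzyme DMSO wells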
Target sequence (Q9NZ20 whole entry, looked up): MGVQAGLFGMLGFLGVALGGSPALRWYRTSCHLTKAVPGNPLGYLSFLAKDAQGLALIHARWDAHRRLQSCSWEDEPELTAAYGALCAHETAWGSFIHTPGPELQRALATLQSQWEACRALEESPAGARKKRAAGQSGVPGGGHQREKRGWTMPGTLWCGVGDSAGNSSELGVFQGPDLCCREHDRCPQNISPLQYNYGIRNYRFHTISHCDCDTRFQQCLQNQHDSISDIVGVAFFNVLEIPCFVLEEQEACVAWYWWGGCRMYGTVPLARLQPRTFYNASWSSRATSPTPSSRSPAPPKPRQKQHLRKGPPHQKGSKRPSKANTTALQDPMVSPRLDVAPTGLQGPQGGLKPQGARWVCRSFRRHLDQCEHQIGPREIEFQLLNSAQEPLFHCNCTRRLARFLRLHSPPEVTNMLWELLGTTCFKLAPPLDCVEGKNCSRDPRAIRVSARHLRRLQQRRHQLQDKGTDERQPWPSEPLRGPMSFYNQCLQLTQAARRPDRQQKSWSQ
DAX1 inh-1: inhibitors of DAX1 repression of SF-1 activated StAR promoter; AID 652010; HEK293T StAR-luciferase reporter, SF-1/DAX-1 repression relief; inhibition, % at 6.8 µM; 370,000 compounds, 1.1% hits;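 active means inhibition above the mean over all tested compounds plus 3 SD, cut at about 3.6% in these data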;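 further: 0% = DAX-1 cells with DMSO and 100% = cells lacking DAX-1 with DMSO; higher inhibition means more luminescence from relief of DAX-1 repression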
hcDAF12 agonist: H. contortus DAF-12 activation, primary screen. HEK293 hcDAF-12 lit1-tk-luc reporter, luminescence; 0% DMSO, 100% Δ7-dafachronic acid. activation, % at 6.8 µM. 370,000 compounds, 1.4% hits. AID 652067;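 active means activation above the mean of all tested compounds plus 3 SD, cut at about 5.5% in these data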;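 further: 100% = response to 3 µM Δ7-dafachronic acid high control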
DAX1 inh-2: inhibits human nuclear receptor DAX1; HEK293 Gal4-DAX1 luciferase reporter, luminescence; inhibition, % at 6.75 µM; 340,000 compounds, 0.99% hits; AID 504766;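 active means inhibition above the mean over all tested compounds plus 3 SD, cut at about 4.2% in these data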;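 further: 0% = DAX1-transfected cells with DMSO and 100% = empty-vector control cells with DMSO; inhibition shows as a rise in luminescence from relieved DAX1 repression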
Target sequence (P51843 207-470 limits assumed): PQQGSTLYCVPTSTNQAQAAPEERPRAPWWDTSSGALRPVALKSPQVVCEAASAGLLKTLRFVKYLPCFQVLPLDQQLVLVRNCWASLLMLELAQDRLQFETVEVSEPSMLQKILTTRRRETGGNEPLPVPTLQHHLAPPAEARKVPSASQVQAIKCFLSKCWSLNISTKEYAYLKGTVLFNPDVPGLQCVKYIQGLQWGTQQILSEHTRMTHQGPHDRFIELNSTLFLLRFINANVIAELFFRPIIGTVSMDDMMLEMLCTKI
NR1D1 modulator: Rev-erb alpha (human) modulation; P20393; Rev-erbα–FITC-DNA binding, fluorescence polarization, 90 min; activity, % at 10 µM; 370,000 compounds, 0.79% hits; AID 1259318;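 active means activity above about 14%, limit read from the data; passing the limit was not always enough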;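 further: 0% = DMSO wells with 35 nM protein and 100% = DMSO wells with 750 nM protein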
PG9 binder: PG9 antibody binding by small molecule; inhibition, % at 6.7 µM; 360,000 compounds, 0.43% hits; AID 624416; TR-FRET gp120-PG9 antibody binding; in the data active means inhibition above about 8.5%
* hit, by the source's call; / = no result given.

Second line of a record: ssDAF12 agonist | PG9 binder | PLCb3 inh | DAX1 inh-1 | NR1D1 modulator | hcDAF12 agonist | hgDAF-12 ag | GAA850 FXN act | SMARCA2 act | DAX1 inh-2 | sPLA2-III inh
- COC(=O)[C@H](Cc1ccccc1)N(Cc1ccccc1)S(=O)(=O)N(Cc1ccccc1)[C@@H](Cc1ccccc1)C(=O)OC
  -1.3 | 0.7 | 5 | 0.0 | -1 | -0.4 | -0.2 | -1.4 | 1 | -0.4 | 4
- COc1cc(Cn2c(C(=O)O)cc3sccc32)cc(OC)c1OC
  -1.2 | -2.1 | 8 | -0.1 | 1 | -1.6 | -1.7 | -1.8 | -3 | -0.6 | 4
- O=C(NCc1ccccc1F)c1ccc(S(=O)(=O)NCc2ccco2)cc1
  -0.9 | -3.6 | -6 | 1.9 | 2 | 1.0 | -0.8 | 2.1 | 0 | -0.4 | -6
- Cn1c(SCC(=O)NCCc2ccccc2)nnc1-c1ccco1
  -1.1 | -1.8 | 3 | -0.5 | / | -1.6 | 0.3 | 1.6 | 0 | 0.2 | 1
- CC1CCN(c2nc3c(c(=O)[nH]c(=O)n3C)n2CC(C)CSc2nnnn2-c2ccccc2)CC1 (stereo not given)
  -1.3 | -2.5 | 3 | -0.3 | 9 | -1.2 | -2.6 | -2.9 | -1 | 1.1 | 0
- COC/C=C/C1=CC2=CC(=O)C(C)(OC(=O)c3cnc4ccccc4n3)C(=O)C2=CN1Cc1ccccc1 (stereo not given)
  -0.9 | 2.6 | -14 | -0.2 | -14 | -1.0 | 0.0 | 2.5 | -1 | -0.8 | -2
- Cc1cccn2c(=O)c(/C=C(\C#N)S(=O)(=O)c3ccccc3)c(N3CCCCC3)nc12
  -1.2 | -1.7 | -41 | 0.0 | 1 | 0.5 | -0.4 | 2.4 | -2 | / | -6
- Cc1ccc2oc(C(=O)Nc3ccc(S(=O)(=O)Nc4onc(C)c4C)cc3)cc(=O)c2c1
  -1.1 | -3.2 | 2 | -0.2 | 6 | 2.3 | 0.2 | 0.2 | 5 | 1.9 | -1
- O=C1C=C(c2cccc(Cl)c2)C[C@@H](c2ccc(Cl)cc2)C1
  -1.1 | -2.7 | 0 | -0.3 | 2 | -1.3 | -1.5 | 0.2 | 1 | 2.9 | 2
- CCN1C(=O)C(CC(=O)Nc2ccc(OC)cc2)N(Cc2ccc(OC)c(OC)c2)C1=S (stereo not given)
  -1.2 | 1.1 | -4 | 0.0 | 2 | -2.3 | 1.3 | 0.6 | -3 | / | -50
- COc1ccccc1NS(=O)(=O)c1cc(C(=O)NCC(c2cccs2)N2CCOCC2)ccc1C (stereo not given)
  -0.9 | -1.3 | -5 | -0.4 | -5 | 1.9 | 0.3 | -0.5 | 0 | -0.1 | -8
- Cc1ccc(S(=O)(=O)N2CCCCC2)cc1C(=O)Nc1ccccn1
  -1.1 | -3.1 | -2 | 0.4 | 4 | -1.0 | 0.9 | -0.3 | 1 | 0.1 | -8
- COc1ccc(S(=O)(=O)N2CCn3c2nc2ccccc23)cc1
  -1.3 | 1.6 | 3 | -0.3 | 0 | -1.6 | 3.0 | 0.0 | -3 | 0.9 | 4
- COc1ccc(CCNC(=O)CCc2nnc(Cc3ccc4c(c3)OCO4)o2)cc1
  -0.8 | -4.1 | -11 | 0.7 | 3 | -0.5 | -2.5 | 2.7 | -2 | 0.8 | -5
- Cc1noc(C)c1C(=O)N(C)CC(=O)Nc1ccc(F)c(F)c1F
  -1.1 | 0.8 | -2 | 2.1 | -2 | -1.6 | 0.0 | -0.8 | 1 | -0.4 | 3
- O=C(Nc1ccccc1)c1cc(C2CCCN(C(=O)CCc3ccccc3)C2)on1 (stereo not given)
  -0.8 | 1.9 | 10 | 1.1 | 4 | 0.7 | 7.2 | 0.7 | 4 | / | -13
- CCn1ncc([N+](=O)[O-])c1C(=O)Nc1cc(C)on1
  -0.6 | -0.5 | 3 | 0.5 | -2 | -0.6 | -2.1 | 1.1 | -1 | 1.6 | 5
- C#CCSc1nsc(SCC#C)c1C#N
  -1.6 | -3.0 | 0 | -2.0 | -5 | -1.2 | 2.0 | -4.7 | -1 | 0.3 | -7
- COCCN(C(=O)C1CCC1)c1c(N)n(CC(C)C)c(=O)[nH]c1=O
  -0.1 | -0.2 | -2 | 0.6 | -5 | -0.1 | 0.8 | 0.4 | -2 | 0.5 | 6
- COc1ccc(Cc2nnc(NC(=O)c3ccccc3F)s2)cc1OC
  -1.8 | 0.0 | -2 | -0.1 | 4 | 1.2 | 1.3 | 1.7 | -3 | -2.6 | -4
- CC(C)(C)NC(=O)c1cc(NC(=O)c2ccco2)cc(NC(=O)c2ccco2)c1
  -1.3 | -1.3 | 4 | -1.5 | -2 | -1.2 | -4.7 | -3.2 | 4 | -1.8 | 5
- CCOc1ccccc1CNCc1ccc(C(=O)O)cc1
  -0.9 | -0.5 | 1 | -0.6 | 2 | -2.6 | -1.3 | 1.6 | -1 | 3.1 | 0
- CC1Cc2[nH][nH]c(=O)c2C(C2CC2)O1 (stereo not given)
  -1.2 | -1.2 | 2 | -0.4 | 0 | -0.9 | -3.1 | / | -2 | / | 5
- Cc1ccc(N(Cc2cc3ccc(C)cc3[nH]c2=O)C(=O)c2ccco2)c(C)c1
  -1.4 | 1.6 | -22 | -0.8 | -4 | 0.3 | -1.4 | -4.2 | -3 | 2.5 | 12
- Cc1ccc(CNS(=O)(=O)c2c(C(=O)N3CCCCC3)c(C)n(C)c2C)o1
  -0.9 | -0.3 | -6 | -0.1 | -1 | 0.4 | 0.2 | 1.1 | 1 | 0.7 | -3
- N#C/C(=C(/O)COC(=O)c1ccc2c(c1)OCCO2)c1nc2ccccc2[nH]1
  -0.1 | 1.7 | -23 | 0.7 | -2 | 1.4 | 3.5 | -1.1 | -6 | -0.3 | -10
- Fc1ccc(-n2cc(CNCCc3cccnc3)c(-c3ccccc3Cl)n2)cc1
  -1.8 | 1.1 | -2 | -1.1 | 2 | -2.1 | -0.4 | 1.8 | -3 | -1.5 | -4
- CCOC(=O)c1ccc(S(=O)(=O)N2CCN(C3CC(=O)N(c4ccc(OC)cc4)C3=O)CC2)cc1 (stereo not given)
  0.1 | 0.1 | 1 | -0.1 | 2 | -0.5 | 0.8 | -0.3 | 0 | 0.2 | -8
- NC(=O)CN1C(=O)C(=O)N(Cc2ccc(Cl)cc2)C1=O
  -0.8 | -1.3 | -3 | 0.9 | 2 | -0.3 | 1.9 | -1.7 | -1 | 0.1 | 7
- C/C(=N\NC(=O)c1ccc(-c2ccccc2)cc1)c1ccco1
  -0.7 | 1.6 | -7 | -0.4 | -3 | -1.5 | 2.9 | 1.3 | -4 | -0.6 | 2
- CCCCCC(=O)Nc1nc(C)c(-c2csc(Nc3cc(Cl)ccc3C)n2)s1
  -1.1 | -1.2 | -12 | 0.2 | -6 | 2.8 | 1.8 | 0.5 | 1 | 0.9 | -4
- CCOC(=O)CC(NS(=O)(=O)c1ccc2[nH]cc(C(=O)O)c(=O)c2c1)c1ccc(OCC)c(OC)c1 (stereo not given)
  -1.1 | 1.2 | -4 | 0.0 | -5 | -0.9 | 0.0 | -0.1 | -1 | -1.0 | 1
- CC(C)NC(=O)C12CC3CC(C1)CC(C(=O)NC(C)C)(C3)C2
  -1.1 | -1.4 | 4 | 0.2 | -1 | -0.3 | -1.6 | 0.1 | 2 | 0.2 | 0
- O=c1[nH][nH]c(-c2ccccc2)c1C=Nc1cccc(Cl)c1
  -1.0 | -0.6 | -1 | 0.8 | 3 | -0.1 | 0.2 | 0.7 | -3 | -0.4 | -19
- CCCNC(=O)N1CCC(c2ccc3c(c2)OCO3)CC1
  -1.5 | 3.0 | -8 | -0.2 | 3 | -0.3 | 1.1 | 2.8 | -3 | 2.5 | 11
- O=C(CCn1nnc2ccccc21)OCC(=O)c1ccc(F)cc1
  -1.3 | -1.6 | -6 | -0.1 | 0 | -1.6 | 1.9 | 0.2 | 0 | 0.4 | 6
- COc1ccc(/C=C/c2c(-c3ccc(OC)cc3)sc3cc(OC)c(OC)cc23)cc1
  -0.4 | -1.7 | -171 | -1.6 | 7 | -2.2 | 0.7 | 0.2 | -4 | 0.3 | 1

Filtered by structure, the entries above containing fluorine.
Second line of a record: ssDAF12 agonist | PG9 binder | PLCb3 inh | DAX1 inh-1 | NR1D1 modulator | hcDAF12 agonist | hgDAF-12 ag | GAA850 FXN act | SMARCA2 act | DAX1 inh-2 | sPLA2-III inh
- O=C(NCc1ccccc1F)c1ccc(S(=O)(=O)NCc2ccco2)cc1
  -0.9 | -3.6 | -6 | 1.9 | 2 | 1.0 | -0.8 | 2.1 | 0 | -0.4 | -6
- Cc1noc(C)c1C(=O)N(C)CC(=O)Nc1ccc(F)c(F)c1F
  -1.1 | 0.8 | -2 | 2.1 | -2 | -1.6 | 0.0 | -0.8 | 1 | -0.4 | 3
- COc1ccc(Cc2nnc(NC(=O)c3ccccc3F)s2)cc1OC
  -1.8 | 0.0 | -2 | -0.1 | 4 | 1.2 | 1.3 | 1.7 | -3 | -2.6 | -4
- Fc1ccc(-n2cc(CNCCc3cccnc3)c(-c3ccccc3Cl)n2)cc1
  -1.8 | 1.1 | -2 | -1.1 | 2 | -2.1 | -0.4 | 1.8 | -3 | -1.5 | -4
- O=C(CCn1nnc2ccccc21)OCC(=O)c1ccc(F)cc1
  -1.3 | -1.6 | -6 | -0.1 | 0 | -1.6 | 1.9 | 0.2 | 0 | 0.4 | 6
